Peg3 promoter = Peg3 promoter-driven luciferase inhibitors, primary screen, cell-based, HeLa, luciferase luminescence; HeLa PEG-Prom luciferase reporter, overnight; inhibition, % at 20 µM; 360,000 compounds, 1.7% hits; AID 588405, 2011;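 active = inhibition of at least 50% at 20 µM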
TRPM1 prom inh = inhibitors of MITF-dependent TRPM1 promoter reporter, primary screen, cell-based, SK-MEL-5, single point, luciferase; SK-MEL-5 TRPM1 promoter luciferase, 24 h; inhibition, % at 12.5 µM; 330,000 compounds, 0.83% hits;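 active = mean inhibition across replicates of 60% or more, whatever share of single replicates reaches that level; inconclusive = some that reach 60%, reason not given; inactive = mean inhibition across replicates below 60%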; also: values of inactives mirror those of a sister screen read the other way
CaV13 ICDI inh = Primary screen for inhibitors of IQ motif and Ca2+-dependent inactivation inhibitor domain binding in CACNA1D, Förster resonance energy transfer in living cells, …. HEK cells, CFP/YFP FRET ICDI-IQ, plate reader, 10 min; percent FRET-ratio fall versus neutral wells. inhibition, % at 12.3 µM. 340,000 compounds, 0.098% hits. AID 743397;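 active = mean replicate inhibition of at least 30% and at least 1% of replicates passing that level; inconclusive = only one of the two criteria is met; inactive = neither criterion is met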;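 also: 0% = median of the neutral control wells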
PDI turbidity = inhibitors of human PDI, primary screen, biochemical, turbidity, single point, plate reader. Protein disulfide-isomerase (Homo sapiens), P07237. PDI insulin aggregation turbidity, A650, 90 min. inhibition, % at 10 µM. 350,000 compounds, 0.052% hits. AID 588391, 2011;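 active = mean inhibition across replicates of 30% or more, whatever share of single replicates reach that level; inconclusive = mean inhibition below 30% while every single replicate reaches 30%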;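 also: absorbance from insulin aggregation driven by PDI reduction with DTT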
Target sequence (P07237 whole entry, looked up): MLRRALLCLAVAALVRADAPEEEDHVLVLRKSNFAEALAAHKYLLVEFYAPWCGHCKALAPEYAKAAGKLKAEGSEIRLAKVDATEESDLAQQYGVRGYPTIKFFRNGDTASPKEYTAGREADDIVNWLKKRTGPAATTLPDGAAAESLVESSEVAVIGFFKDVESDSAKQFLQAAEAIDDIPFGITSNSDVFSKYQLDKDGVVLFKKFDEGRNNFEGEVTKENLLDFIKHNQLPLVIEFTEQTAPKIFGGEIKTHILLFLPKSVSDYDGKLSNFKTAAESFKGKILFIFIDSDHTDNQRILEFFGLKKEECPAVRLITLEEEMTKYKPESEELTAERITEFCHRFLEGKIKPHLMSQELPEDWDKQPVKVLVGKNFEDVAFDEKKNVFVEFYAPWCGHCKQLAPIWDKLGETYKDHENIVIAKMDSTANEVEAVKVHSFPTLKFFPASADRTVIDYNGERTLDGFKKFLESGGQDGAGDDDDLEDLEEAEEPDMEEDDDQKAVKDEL
hiPSC survival = enhancers of single-cell hiPSC survival, primary screen, ATPlite luminescence | 100% = ROCK inhibitor wells, 0% = DMSO | survival enhancement, % at 20 µM | 360,000 compounds, 0.044% hits | AID 602274, 2012; in the data active = survival enhancement above about 18%;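 also: cells exposed to compounds for 16 hours before the ATP read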
Vif imaging = HIV Vif self-association inhibitors, primary screen, imaging, HEK293T, single point | HEK293T cells, Vif self-association by quenched fluorescence, 24 h | inhibition, % at 7.49 µM | 340,000 compounds, 0.35% hits | AID 602346, 2012; in the data active = inhibition above about 50%, passing the limit was not always enough; inconclusive = no clear call, values can overlap the other calls; inactive = below about 31%; also: some results filed as inactive read as strong as hits
aDG glyco up = activators of alpha-DG glycosylation, primary screen, uHTS, Pro5-aDG cells, AlphaScreen. alpha-DG glycosylation AlphaScreen (IIH6); 0% Pro5, 100% B10-LARGE cell signal. AID 624168, 2012. 360,000 compounds, 0.22% hits. activation, % at 10 µM;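 active = activation of at least 8% versus controls, or a plate z-score of at least 8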;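 also: Pro5 are CHO cells carrying HIG-tagged alpha-DG that lacks glycosylation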
Granule exo inh = LAMP-1 surface exposure blockers, TALL-104 cells – cell-based, flow cytometry, MLPCN library, primary screen; 360,000 compounds, 0.66% hits; inhibition, % at 10 µM; AID 651702, 2012; TALL-104 LAMP-1 surface exposure; cells stimulated with thapsigargin and PMA;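 active = inhibition above about 55%, limit read from the data; inconclusive = no clear call, values can overlap the other calls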
NR2E3 ag-1 = inhibitors of NR2E3-RetCOR corepressor binding, primary screen, NR2E3 agonist project, biochemical, TR-FRET, GST-NR2E3, biotin-RetCOR; 320,000 compounds, 0.12% hits; AID 2300, 2010; 1536-well; inhibition of corepressor binding, % at 4.78 µM;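 active = percent inhibition above the cutoff of mean plus 3 SD of all tested compounds, set per screening campaign, cut at about 20% in these data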;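 also: 0% = DMSO wells and 100% = biotin wells as full block of FRET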
Target sequence (Q9Y5X4 whole entry, looked up): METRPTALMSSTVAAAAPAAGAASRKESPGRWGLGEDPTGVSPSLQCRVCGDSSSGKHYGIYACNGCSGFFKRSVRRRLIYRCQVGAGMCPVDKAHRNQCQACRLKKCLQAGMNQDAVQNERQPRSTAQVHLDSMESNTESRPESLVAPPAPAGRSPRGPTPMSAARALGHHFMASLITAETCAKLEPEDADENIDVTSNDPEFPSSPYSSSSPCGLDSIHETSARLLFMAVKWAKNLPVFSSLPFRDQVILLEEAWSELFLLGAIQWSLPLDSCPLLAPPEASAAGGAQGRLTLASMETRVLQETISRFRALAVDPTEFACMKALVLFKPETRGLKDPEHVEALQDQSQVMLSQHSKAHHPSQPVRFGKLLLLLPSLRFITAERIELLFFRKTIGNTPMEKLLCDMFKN
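Test system: GST-NR2E3 and biotin-RetCOR proteins | Quantity: 1.35 nM GST-tagged NR2E3 final | Medium: Tris pH 7.5 | Also added: 7 nM biotin-RetCOR | Dosing: Compound at 4.8 µM, single dose | Timing: 5 h at 4 °C | Detection: Time-resolved FRET | Read-out basis: Percent inhibition | Benchmarks: Biotin wells as high control, 0.6% DMSO wells as low control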
NR2E3 ag-2 = NR2E3 agonists in two-hybrid cells, primary screen, cell-based, luminescence, CHO-S, Gal4-NCOR/VP16-NR2E3 | luciferase | 360,000 compounds, 0.35% hits | Photoreceptor-specific nuclear receptor (Homo sapiens), Q9Y5X4 | inhibition of corepressor binding, % at 3.98 µM | AID 602229, 2012;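 active = inhibition above the mean of all tested compounds plus 3 SD, cut at about 70% in these data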;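 also: 0% = DMSO with NR2E3 transfected cells and 100% = cells lacking NR2E3 construct; higher means lower luciferase signal from less NR2E3 corepressor binding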
HIF-2a inh = HIF-2a reporter inhibitors, primary screen, luminescence, 786-0 RCC cells; 786-0 RCC cells HIF-2a reporter, luciferase luminescence, overnight; 360,000 compounds, 0.72% hits; inhibition, % at 18.8 µM; AID 624352, 2012;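 active = inhibition of the luminescence signal of 40% or more relative to plate controls, in a single-dose primary screen at 18.75 µM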
The depositor's hits bear a star.

What do the screens show for `CC(Oc1ccc(S(=O)(=O)N2CCCC2)cc1[N+](=O)[O-])C(=O)NC(C)c1ccccc1` (configuration not stated)?
Peg3 promoter: 7; TRPM1 prom inh: -1; CaV13 ICDI inh: -3; PDI turbidity: 6; hiPSC survival: -0.4; Vif imaging: -2; aDG glyco up: -0.1; Granule exo inh: 3; NR2E3 ag-1: -1; NR2E3 ag-2: 8; HIF-2a inh: 4

What do the screens show for `COc1cc(/C=N/NC(=O)C[n+]2ccccc2)cc(OC)c1OC`?
Peg3 promoter: 16; TRPM1 prom inh: 3; CaV13 ICDI inh: -15; PDI turbidity: -1; hiPSC survival: 0.9; Vif imaging: -6; aDG glyco up: 0.1; Granule exo inh: 2; NR2E3 ag-1: 0; NR2E3 ag-2: -18; HIF-2a inh: 7

Results for Cc1ccc(NC(=S)N2CCC(NC(=O)c3ccc(C)cc3)CC2)cc1 ?
Peg3 promoter: 4; TRPM1 prom inh: -1; CaV13 ICDI inh: -2; PDI turbidity: -6; hiPSC survival: 1.2; Vif imaging: -10; aDG glyco up: 0.1; Granule exo inh: 3; NR2E3 ag-1: 7; NR2E3 ag-2: -14; HIF-2a inh: -5

How did O=C(N/N=C/c1ccc([N+](=O)[O-])cc1)c1cccc2cc[nH]c12 do in these assays?
Peg3 promoter: -33; TRPM1 prom inh: -11; CaV13 ICDI inh: -5; PDI turbidity: -2; hiPSC survival: -2.7; Vif imaging: -1; aDG glyco up: 0.4; Granule exo inh: 1; NR2E3 ag-1: 3; NR2E3 ag-2: -31; HIF-2a inh: -31

What do the screens show for `CC1(C)CSC(=NCCc2ccccc2)N1C(=O)c1ccc(C#N)cc1`?
Peg3 promoter: -9; TRPM1 prom inh: -13; CaV13 ICDI inh: -5; PDI turbidity: 2; hiPSC survival: 1.2; Vif imaging: 9; aDG glyco up: -0.2; Granule exo inh: -2; NR2E3 ag-1: -4; NR2E3 ag-2: -4; HIF-2a inh: 4

How did C=CCn1c(CCNC(=O)c2cccs2)nnc1SCC(=O)Nc1cccc(Cl)c1C do in these assays?
Peg3 promoter: 3; TRPM1 prom inh: 9; CaV13 ICDI inh: -5; PDI turbidity: 15; hiPSC survival: -1.6; Vif imaging: -3; aDG glyco up: 0.0; Granule exo inh: -1; NR2E3 ag-1: -4; NR2E3 ag-2: -20; HIF-2a inh: 4

How did COC(=O)c1cn(NC(=O)Cc2ccc(OC)c(OC)c2)c(=O)c2ccccc12 do in these assays?
Peg3 promoter: 5; TRPM1 prom inh: -4; CaV13 ICDI inh: -7; PDI turbidity: -1; hiPSC survival: -0.4; Vif imaging: 1; aDG glyco up: -0.1; Granule exo inh: -3; NR2E3 ag-1: -1; NR2E3 ag-2: 19; HIF-2a inh: -3

What do the screens show for `COc1cc(C(=O)NC2CC(C)(C)CC(C)(C)C2)ccc1OC1CCN(C(C)=O)CC1`?
Peg3 promoter: 2; TRPM1 prom inh: 1; CaV13 ICDI inh: -5; PDI turbidity: 3; hiPSC survival: -0.4; Vif imaging: -3; aDG glyco up: 0.0; Granule exo inh: -5; NR2E3 ag-2: -16; HIF-2a inh: -1

Results for CCN(C(=O)CSc1ncccn1)c1cccc2ccccc12 ?
Peg3 promoter: -6; TRPM1 prom inh: 3; CaV13 ICDI inh: -6; PDI turbidity: -1; hiPSC survival: 0.0; Vif imaging: -2; aDG glyco up: 0.0; Granule exo inh: 16; NR2E3 ag-2: -5; HIF-2a inh: 18

How did O=C(NCCc1ccccc1)C1CCC(=O)N(CCCN2CCCC2=O)C1 (configuration not stated) do in these assays?
Peg3 promoter: -2; TRPM1 prom inh: 3; CaV13 ICDI inh: -5; PDI turbidity: 0; hiPSC survival: 3.9; Vif imaging: 0; aDG glyco up: 0.1; Granule exo inh: -3; NR2E3 ag-1: 0; NR2E3 ag-2: 3; HIF-2a inh: 8

How did Cn1cnnc1Sc1ccc(/C=C/C(=O)c2ccc(O)cc2)cc1[N+](=O)[O-] do in these assays?
Peg3 promoter: 110*; TRPM1 prom inh: 5; CaV13 ICDI inh: -19; PDI turbidity: inconclusive; hiPSC survival: -1.4; Vif imaging: 0; aDG glyco up: -0.1; Granule exo inh: -2; NR2E3 ag-1: 2; NR2E3 ag-2: -12; HIF-2a inh: 36

How did CCOC(=O)C1CCN(C(=O)C(C)c2ccc([N+](=O)[O-])cc2)CC1 (configuration not stated) do in these assays?
Peg3 promoter: 7; TRPM1 prom inh: -13; CaV13 ICDI inh: -6; PDI turbidity: -2; hiPSC survival: 1.9; Vif imaging: -2; aDG glyco up: -0.2; Granule exo inh: -5; NR2E3 ag-1: -2; NR2E3 ag-2: -8; HIF-2a inh: 3

Results for O=C(CN1C(=O)CC(c2ccccc2)S(=O)(=O)c2ccccc21)N1CCCC1 (configuration not stated) ?
Peg3 promoter: 12; TRPM1 prom inh: -1; CaV13 ICDI inh: 4; PDI turbidity: 2; hiPSC survival: -0.2; Vif imaging: -6; aDG glyco up: 0.0; Granule exo inh: -4; NR2E3 ag-1: 4; NR2E3 ag-2: -14; HIF-2a inh: 12

What do the screens show for `CCOC(=O)c1cc(C#N)c(SCC(=O)c2cc(C#N)c(SC)nc2C)[nH]c1=O`?
Peg3 promoter: 16; TRPM1 prom inh: 19; CaV13 ICDI inh: -8; PDI turbidity: -7; hiPSC survival: -0.9; Vif imaging: 17; aDG glyco up: -0.3; Granule exo inh: 0; NR2E3 ag-1: 7; NR2E3 ag-2: 0; HIF-2a inh: 2

What do the screens show for `O=C1c2ccccc2C(=O)N1CCc1ccccn1`?
Peg3 promoter: 3; TRPM1 prom inh: 3; CaV13 ICDI inh: -3; PDI turbidity: 7; hiPSC survival: 1.5; Vif imaging: 31; aDG glyco up: -0.2; Granule exo inh: -2; NR2E3 ag-1: -1; NR2E3 ag-2: -33; HIF-2a inh: -40

What do the screens show for `CC(=O)N1N=C(c2ccncc2)CC1c1ccccc1O` (configuration not stated)?
Peg3 promoter: 5; TRPM1 prom inh: -7; CaV13 ICDI inh: -4; PDI turbidity: -20; hiPSC survival: -0.5; Vif imaging: 9; aDG glyco up: 0.2; Granule exo inh: -1; NR2E3 ag-1: 5; NR2E3 ag-2: -17; HIF-2a inh: 20

What do the screens show for `O=C(Cc1ccccc1)NNC(=O)c1ccc(Br)o1`?
Peg3 promoter: -4; TRPM1 prom inh: 6; CaV13 ICDI inh: -6; PDI turbidity: 12; hiPSC survival: -0.6; Vif imaging: -5; aDG glyco up: -0.1; Granule exo inh: -1; NR2E3 ag-2: -3; HIF-2a inh: 15

Results for Cc1ccc(C2CC(=O)Oc3cc(O)ccc32)cc1 (configuration not stated) ?
Peg3 promoter: -16; TRPM1 prom inh: 3; CaV13 ICDI inh: -4; PDI turbidity: -6; hiPSC survival: 0.0; Vif imaging: -3; aDG glyco up: -0.1; Granule exo inh: -5; NR2E3 ag-1: 2; NR2E3 ag-2: -16; HIF-2a inh: 14

What do the screens show for `O=C(CSC1=Nc2ccccc2C2=NC(CC(=O)NCc3ccco3)C(=O)N12)NCc1ccco1` (configuration not stated)?
Peg3 promoter: 10; TRPM1 prom inh: 6; CaV13 ICDI inh: -6; PDI turbidity: 11; hiPSC survival: 1.2; Vif imaging: 6; aDG glyco up: 0.0; Granule exo inh: 0; NR2E3 ag-1: 1; NR2E3 ag-2: -8; HIF-2a inh: 24

What do the screens show for `COc1ccccc1CN(C)C(=O)c1cccc(S(=O)(=O)N2CCCc3ccccc32)c1`?
Peg3 promoter: 28; TRPM1 prom inh: 10; CaV13 ICDI inh: -18; PDI turbidity: 3; hiPSC survival: -0.4; Vif imaging: -8; aDG glyco up: 0.4; Granule exo inh: 12; NR2E3 ag-1: 0; NR2E3 ag-2: -35; HIF-2a inh: 7

How did CCOC(=O)N1CCC(NC(=O)C2CCCN(S(C)(=O)=O)C2)CC1 (configuration not stated) do in these assays?
Peg3 promoter: 15; TRPM1 prom inh: -7; CaV13 ICDI inh: -8; PDI turbidity: -3; hiPSC survival: 2.3; Vif imaging: 4; aDG glyco up: -0.1; Granule exo inh: 0; NR2E3 ag-1: 0; NR2E3 ag-2: -15; HIF-2a inh: 9

How did COc1ccccc1C1C=C(c2ccccc2)Nc2nnnn21 (configuration not stated) do in these assays?
Peg3 promoter: -98; TRPM1 prom inh: -6; CaV13 ICDI inh: -7; PDI turbidity: -1; hiPSC survival: -1.3; Vif imaging: -11; aDG glyco up: 0.2; Granule exo inh: 0; NR2E3 ag-1: 0; NR2E3 ag-2: -64; HIF-2a inh: -6

How did CCCCn1c(N)c(N(CC(C)C)C(=O)CCCc2nc3ccccc3s2)c(=O)[nH]c1=O do in these assays?
Peg3 promoter: 0; TRPM1 prom inh: 12; CaV13 ICDI inh: -6; PDI turbidity: -4; hiPSC survival: 0.0; Vif imaging: -2; aDG glyco up: 0.8; Granule exo inh: -3; NR2E3 ag-1: -1; NR2E3 ag-2: 4; HIF-2a inh: 13

What do the screens show for `Cc1ccc2[nH]nc(C(=O)N3CCCC(C(=O)c4ccc(Cl)cc4)C3)c2c1` (configuration not stated)?
Peg3 promoter: 29; TRPM1 prom inh: 18; CaV13 ICDI inh: -2; PDI turbidity: 8; hiPSC survival: -2.6; Vif imaging: 4; aDG glyco up: 0.2; Granule exo inh: -1; NR2E3 ag-1: 5; NR2E3 ag-2: -13; HIF-2a inh: 5

High-throughput results as filed in PubChem.
